Screening data deposited in PubChem BioAssay by National Center for Advancing Translational Sciences (NCATS).
pAkt inh: blocks phosphorylation of Akt; actives 0.32% (n = 360,000); Neuro2A IGF-stimulated pAkt S473 HTRF, 20 min; hits give low values; activity change, % for hits at 50 µM; in the data active means activity change below about -80%; inconclusive means mostly about -51% to -80%; further: on the % scale 0 is the no-effect control and ±100 the full control effect
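Neuro2A cells (4,500/well, DMEM with 0.5% FBS) were treated with compound at a single 50 µM final concentration, stimulated with 6 nM IGF for 20 min at 37 °C, and lysed. Phospho-Akt Ser473 was read by HTRF as 665/615 ratio ×10^4.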
A549 tox: A549 cytotoxicity, counter-screen for Nrf2 inhibitors | actives 0.16% (n = 390,000) | A549 ARE-Fluc cells, CellTiter-Fluor viability, 18-24 h | Potency, µM (doses to about 46 µM), for inactives: top-dose activity change, negative = cytotoxicity, hits mostly inhibitors; further: potency means the concentration at half of the fitted maximal effect; on the % scale 0 is the no-effect control and ±100 the full control effect
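Cytotoxicity counterscreen: CellTiter-Fluor fluorescence was measured in A549 ARE_Fluc cells after 18-24 h of compound exposure in a concentration series. The subsequent BugLite luminescent read reports ARE-luciferase activity.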
S2 tox: reduces viability in counter-screen for ATXN expression inhibitors; actives 0.49% (n = 400,000); Potency, µM (highest dose often 56.7 µM), most hits filed as cytotoxic; AID 651635; S2 cells (HEK-293 line with an ATXN2-luciferase reporter) viability, CellTiter-Fluor protease fluorescence, 24 h; further: potency means the concentration at half of the fitted maximal effect; nearly all actives have a fitted effect of over 40% in size
TGFb SMAD3 inh: blocks TGF-b signaling | actives 1.2% (n = 410,000) | HepG2 CAGA-GFP TGF-b/SMAD3 reporter, GFP fluorescence, 18 h; TGF-beta stimulated, 500 pg/mL final | AID 588855 | Potency, µM (doses to about 46.1 µM), for the others: at the top dose activity, negative = inhibition, hits mostly inhibitors; further: potency means the concentration at half of the fitted maximal effect; on the % scale 0 is the no-effect control and ±100 the full control effect; nearly all actives have a fitted effect of over 65% in size
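Read-out: total well GFP (ex488/em500-530) summed from mean per-cell fluorescence. Cells: HEPG2 CAGA-GFP, 1% FBS DMEM, 18 h at 37 degrees C with 500 pg/mL final TGF-beta. Unstimulated wells served as the full-inhibition control; stimulated DMSO wells = 0%.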
Mm-Cpn inhibitor: blocks the Methanococcus maripaludis chaperonin Mm-Cpn; Potency, µM (doses to about 76.9 µM), without a hit: at the highest dose activity, negative = inhibition, usual class: inhibitors; AID 504842; actives 0.031% (n = 330,000); purified Mm-Cpn ATPase, ADP Transcreener TR-FRET; further: potency means the concentration at half of the fitted maximal effect; on the % scale 0 is the no-effect control and ±100 the full control effect; nearly all actives have a fitted effect of over 80% in size
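Quantitative HTS used 25 nM Mm-CPN and 10 uM ATP in magnesium/KCl Tris buffer, pH 7.4, with 1 mM DTT. Hydrolysis ran 30 min at 37°C; ADP was read by HTRF.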
Nrf2 inh: blocks Nrf2 signaling | Potency, µM (series often up to 46 µM), for inactives: at the highest dose activity change, negative = inhibition, actives largely listed as inhibitors | actives 2.1% (n = 360,000) | A549 ARE-Fluc reporter, luciferase luminescence, 18-24 h; further: potency means the concentration at half of the fitted maximal effect; on the % scale 0 is the no-effect control and ±100 the full control effect; nearly all actives have a fitted effect of over 60% in size
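In this cell-based qHTS, ARE-driven firefly luciferase in A549 cells reports Nrf2 activity; the luminescent signal after BugLite lysis is the measured value, with a prior CellTiter-Fluor read for cell health.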
Nrf2 activator: activates Nrf2 signaling; AREc32 ARE-luciferase reporter (MCF7-derived line), luminescence, 24 h; Potency, µM (top dose mostly 46.1 µM), for inactives: at the highest dose activation, usual class: activators; actives 0.31% (n = 410,000); further: potency means the concentration at half of the fitted maximal effect; % of control where 0% means no effect; nearly all actives have a fitted effect of over 65% in size
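Nrf2 activation is followed as ARE-luciferase induction in the AREc32 line after one day of compound treatment; luminescence is read with Steady-Glo.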
CCT chaperon mod: cytosolic chaperonin activity modulation; purified chaperonin ATPase assay, HTRF ADP detection, 30 min; activity change, % (concentration not given with the values), hits read low; actives 0.3% (n = 360,000); AID 651819; in the data active means activity change below about -30%; further: on the % scale 0 is the no-effect control and ±100 the full control effect
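TRiC at 40 or 20 nM final (batch-dependent) in 30 mM Tris pH 7.4, 100 mM KCl, 5 mM MgCl2, 1 mM DTT, with compound at single 76 uM and 10 uM ATP, 30 min at 37 deg C. ADP detected by HTRF Transcreener, 665/615 ratio.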
HepG2 viability: kills HepG2 cells in TGF-b inhibitor counter-screen; HepG2 CAGA-GFP viability, ATP luminescence, 18 h; Potency, µM (doses to about 46.1 µM), for the others: top-dose activity change, negative = cytotoxicity, actives largely listed as cytotoxic; actives 0.76% (n = 410,000); further: potency means the concentration at half of the fitted maximal effect; some results filed as inactive show a strong effect at the top dose
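HepG2 CAGA-GFP cells (1000/well, DMEM with 1% FBS) received compound, then TGF-beta at 500 pg/mL final, and were incubated 18 hours at 37 degrees C. Viability was read by CellTiter-Glo luminescence. Media-only wells were set as complete cell-killing and DMSO as no toxicity.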
Active calls of the source: *; [ ] = another dose, or the depositor's remark. Unless noted, the call rests on the fitted dose curve; in most records, active means well fitted curve in the direction sought with a large enough effect; inconclusive means small, poorly fitted or top-dose-only effect, or another doubt; inactive means no such curve, though single readings can be large; an effect the other way counts as inactive or inconclusive.

What do the screens show for `CC(C)(C)C(=O)NC1(C(F)(F)F)NC(=O)N(c2ccccc2F)C1=O` (centres undefined)?
pAkt inh: inactive; A549 tox: -1%; S2 tox: inconclusive; TGFb SMAD3 inh: inconclusive; Mm-Cpn inhibitor: -1%; Nrf2 inh: -2%; Nrf2 activator: -1.1%; CCT chaperon mod: 0.0; HepG2 viability: 3%

What do the screens show for `Cc1ccc2c(N)c(C(=O)N(c3ccccc3)c3ccccc3)sc2n1`?
pAkt inh: inactive; S2 tox: inactive; TGFb SMAD3 inh: -1%; Mm-Cpn inhibitor: 1%; Nrf2 inh: inconclusive; Nrf2 activator: 0.2%; CCT chaperon mod: -3.3; HepG2 viability: -17%

Results for Cc1nc2ccc(S(=O)(=O)NCC(=O)N3CCCC(C)C3)cc2s1 (centres undefined) ?
pAkt inh: inactive; A549 tox: -1%; S2 tox: inactive; TGFb SMAD3 inh: 4%; Mm-Cpn inhibitor: 2%; Nrf2 inh: -15%; Nrf2 activator: 2.5%; CCT chaperon mod: -1.9; HepG2 viability: -7%

What do the screens show for `Cc1ccc(O)c(NC(=O)CSc2n[nH]c(C)c2[N+](=O)[O-])c1`?
pAkt inh: inactive; A549 tox: 0%; S2 tox: inactive; TGFb SMAD3 inh: -11%; Mm-Cpn inhibitor: 5%; Nrf2 inh: 6%; Nrf2 activator: 11µM*; CCT chaperon mod: -0.1; HepG2 viability: -6%

How did Cc1nnc(NCCc2ccccc2)c2ccccc12 do in these assays?
pAkt inh: inactive; A549 tox: -12%; S2 tox: inactive; TGFb SMAD3 inh: -6%; Mm-Cpn inhibitor: 0%; Nrf2 inh: inconclusive; Nrf2 activator: -0.8%; CCT chaperon mod: 1.9; HepG2 viability: -6%

What do the screens show for `Cc1ccnc(NC(=O)CSc2ccc3c(c2)OCCO3)c1`?
pAkt inh: inactive; A549 tox: 7%; S2 tox: inactive; TGFb SMAD3 inh: inconclusive; Mm-Cpn inhibitor: -3%; Nrf2 inh: inconclusive; Nrf2 activator: 6.3%; CCT chaperon mod: -1.0; HepG2 viability: 0%

How did Cc1ccc(C(=O)NNC(=S)NC(=O)c2ccccc2)cc1 do in these assays?
pAkt inh: inactive; A549 tox: inconclusive; S2 tox: inactive; TGFb SMAD3 inh: -27%; Nrf2 inh: 16µM*; Nrf2 activator: 3.9%; CCT chaperon mod: -1.3; HepG2 viability: -18%

How did CCc1ccc(OCC(=O)NNC(=O)Cc2c(F)cccc2Cl)cc1 do in these assays?
pAkt inh: inactive; A549 tox: 4%; S2 tox: inactive; TGFb SMAD3 inh: -17%; Mm-Cpn inhibitor: 1%; Nrf2 inh: 14%; Nrf2 activator: -0.3%; CCT chaperon mod: 2.2; HepG2 viability: -31%

Results for COC(=O)c1ccc2nc(-c3ccccc3)c(Cc3ccccc3OC)n2c1 ?
pAkt inh: inactive; S2 tox: inactive; TGFb SMAD3 inh: -12%; Nrf2 activator: 11%; CCT chaperon mod: 0.1; HepG2 viability: -29%

What do the screens show for `CCCNC(=O)C(CC)NC(=O)c1cccc([N+](=O)[O-])c1` (centres undefined)?
pAkt inh: inactive; A549 tox: -1%; S2 tox: inactive; TGFb SMAD3 inh: -26%; Mm-Cpn inhibitor: 2%; Nrf2 inh: inconclusive; Nrf2 activator: -1.3%; CCT chaperon mod: -1.5; HepG2 viability: -11%

Results for Cc1sc(NC(=O)CSc2nnc(-c3ccc(F)cc3)o2)c(C#N)c1C ?
pAkt inh: -108%*; A549 tox: -3%; S2 tox: inactive; TGFb SMAD3 inh: 0%; Mm-Cpn inhibitor: 0%; Nrf2 inh: -17%; Nrf2 activator: -0.3%; CCT chaperon mod: -50*; HepG2 viability: -14%

Results for CCN(CC)c1ccc(NC(=O)c2ccc(Br)o2)cc1 ?
pAkt inh: inactive; A549 tox: 3%; S2 tox: inconclusive; TGFb SMAD3 inh: 8%; Mm-Cpn inhibitor: -1%; Nrf2 inh: inconclusive; Nrf2 activator: 5.5%; CCT chaperon mod: -4.5; HepG2 viability: -17%

How did O=C(Nc1ccc(Cl)c(S(=O)(=O)N2CCOCC2)c1)c1cn2ccccc2n1 do in these assays?
pAkt inh: inactive; A549 tox: -7%; S2 tox: inactive; TGFb SMAD3 inh: -5%; Mm-Cpn inhibitor: 0%; Nrf2 inh: inconclusive; Nrf2 activator: 0.2%; CCT chaperon mod: -2.9; HepG2 viability: -2%

Results for CC(C)c1ccc(NC(=O)c2cc(Br)ccc2Br)cc1 ?
pAkt inh: inactive; A549 tox: inconclusive; S2 tox: inactive; TGFb SMAD3 inh: -18%; Mm-Cpn inhibitor: inconclusive; Nrf2 inh: 15%; Nrf2 activator: 7.1µM*; CCT chaperon mod: 0.2; HepG2 viability: -20%

Results for O=C(CSc1nnc(-c2ccc(Cl)cc2)n1-c1ccc(Cl)cc1)N/N=C/c1ccco1 ?
pAkt inh: inactive; A549 tox: 1%; S2 tox: inconclusive; TGFb SMAD3 inh: inconclusive; Mm-Cpn inhibitor: 3%; Nrf2 inh: -6%; Nrf2 activator: -0.4%[9.22 µM]; CCT chaperon mod: -3.3; HepG2 viability: -60%

How did CC(OC(=O)c1ccco1)C(=O)NC1CCCC1 (centres undefined) do in these assays?
pAkt inh: inactive; A549 tox: -17%; S2 tox: inactive; TGFb SMAD3 inh: -2%; Mm-Cpn inhibitor: -1%; Nrf2 inh: 9%; Nrf2 activator: -0.5%; CCT chaperon mod: -0.3; HepG2 viability: 13%

Results for CC1(NC(=O)CCNC(=O)c2ccc(C(C)(C)C)cc2)CCS(=O)(=O)C1 (centres undefined) ?
pAkt inh: inactive; A549 tox: 2%; S2 tox: inactive; TGFb SMAD3 inh: 2%; Mm-Cpn inhibitor: -2%; Nrf2 inh: 1%; Nrf2 activator: -0.4%; CCT chaperon mod: -5.5; HepG2 viability: 1%

How did CCOC(=O)c1nn(-c2ccc(OCC)cc2)c2nc(CC(C)C)c(C#N)c(=O)n12 do in these assays?
pAkt inh: inactive; A549 tox: 5%; S2 tox: inactive; TGFb SMAD3 inh: 13%; Mm-Cpn inhibitor: 0%; Nrf2 inh: -21%; Nrf2 activator: -0.2%; CCT chaperon mod: -1.4; HepG2 viability: -14%

How did CC1CCCC(C)N1CC(O)COc1c(F)cc(Br)cc1F (centres undefined) do in these assays?
pAkt inh: inactive; A549 tox: -14%; S2 tox: inactive; TGFb SMAD3 inh: 4%; Mm-Cpn inhibitor: 2%; Nrf2 inh: 10%; Nrf2 activator: 0.2%; CCT chaperon mod: -0.5; HepG2 viability: 1%

What do the screens show for `C/C(=N\N=C\c1ccc(N(C)C)cc1)c1cccc([N+](=O)[O-])c1`?
pAkt inh: inactive; A549 tox: 1%; S2 tox: inactive; TGFb SMAD3 inh: 0%; Mm-Cpn inhibitor: 2%; Nrf2 inh: inconclusive; Nrf2 activator: 4.1%; CCT chaperon mod: -4.1; HepG2 viability: -11%

Brought forward from above: 2 compounds, followed by the next part.
How did CC1CCCC(C)N1CC(O)COc1c(F)cc(Br)cc1F (centres undefined) do in these assays?
pAkt inh: inactive; A549 tox: -14%; S2 tox: inactive; TGFb SMAD3 inh: 4%; Mm-Cpn inhibitor: 2%; Nrf2 inh: 10%; Nrf2 activator: 0.2%; CCT chaperon mod: -0.5; HepG2 viability: 1%

What do the screens show for `C/C(=N\N=C\c1ccc(N(C)C)cc1)c1cccc([N+](=O)[O-])c1`?
pAkt inh: inactive; A549 tox: 1%; S2 tox: inactive; TGFb SMAD3 inh: 0%; Mm-Cpn inhibitor: 2%; Nrf2 inh: inconclusive; Nrf2 activator: 4.1%; CCT chaperon mod: -4.1; HepG2 viability: -11%

Results for COc1ccc(C(=O)COC(=O)CCN2C(=O)C3C4CC(C(Br)C4Br)C3C2=O)cc1 (centres undefined) ?
pAkt inh: inactive; A549 tox: -3%; S2 tox: inactive; TGFb SMAD3 inh: 5%; Mm-Cpn inhibitor: 2%; Nrf2 inh: -2%; Nrf2 activator: -0.7%; CCT chaperon mod: 0.2; HepG2 viability: -2%

Results for COc1ccccc1-c1c(C)oc2c(CN3CCCCC3C)c(O)ccc2c1=O (centres undefined) ?
pAkt inh: inactive; A549 tox: -2%; S2 tox: inactive; TGFb SMAD3 inh: 1%; Mm-Cpn inhibitor: -4%; Nrf2 inh: 0%; Nrf2 activator: -1.0%; CCT chaperon mod: -4.5; HepG2 viability: 9%

What do the screens show for `CCc1nnc(NS(=O)(=O)c2ccc(NC(=O)C(c3ccccc3)c3ccccc3)cc2)s1`?
pAkt inh: inactive; A549 tox: 1%; S2 tox: inactive; TGFb SMAD3 inh: -5%; Nrf2 inh: -16%; Nrf2 activator: 0.1%; CCT chaperon mod: -2.3; HepG2 viability: 4%

What do the screens show for `COc1ccc(C(=O)NCC(=O)N2CCN(C(=O)c3ccco3)CC2)cc1[N+](=O)[O-]`?
pAkt inh: inactive; A549 tox: -8%; S2 tox: inactive; TGFb SMAD3 inh: -6%; Mm-Cpn inhibitor: -1%; Nrf2 inh: -2%; Nrf2 activator: -0.6%; CCT chaperon mod: -2.4; HepG2 viability: 5%

How did O=C(NCc1ccccc1Br)C1CCCO1 (centres undefined) do in these assays?
pAkt inh: inactive; A549 tox: -1%; S2 tox: inactive; TGFb SMAD3 inh: 8%; Mm-Cpn inhibitor: -1%; Nrf2 inh: 2%; Nrf2 activator: 0.3%; CCT chaperon mod: 0.6; HepG2 viability: 18%

How did O=C(O)C1C2C=CC(C2)C1C(=O)NCc1cccc(Cl)c1 (centres undefined) do in these assays?
pAkt inh: inactive; A549 tox: 0%; S2 tox: inactive; TGFb SMAD3 inh: -11%; Mm-Cpn inhibitor: 0%; Nrf2 inh: 6%; Nrf2 activator: 0.2%; CCT chaperon mod: 0.4; HepG2 viability: 1%
